Compound activity: PubChem, National Center for Advancing Translational Sciences (NCATS)
WRN helicase inh – qHTS for Inhibitors of WRN Helicase; Bifunctional 3'-5' exonuclease/ATP-dependent helicase WRN (Homo sapiens), Q14191; WRN helicase unwinding, fluorescent forked duplex, kinetic; Potency, µM (series often up to 114 µM), for the others: top-dose activity change, negative = inhibition, actives largely listed as inhibitors; 0.46% of 360,000 active; also: potency is read from the fitted curve at half-maximal effect; % is scaled to controls: 0 for no effect and ±100 for the full control effect; nearly all actives have a fitted effect of over 55% in size
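Primary qHTS, 1536-well format. 20 nM WRN + compound, 15 min RT; start with 100 nM forked fluorophore/quencher duplex, 2 mM ATP (final); kinetic read ex 525/em 598 nm.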
HEK293 tox – qHTS of GLP-1 Receptor Inverse Agonists: Cytotox Screen; HEK293 cAMP-luciferase reporter cells, luminescence, 24 h; Potency, µM (top dose mostly 38.3 µM), for the others: top-dose activity change, negative = inhibition, most hits filed as inhibitors; 0.13% of 410,000 active;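 also: loss of luciferase light is scored as toxicity; potency is read from the fitted curve at half-maximal effect; % is scaled to controls: 0 for no effect and ±100 for the full control effect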
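Cells in DMEM/10% Nu serum/1% pen-strep, 1536-well format. Pre-incubated 12 h, dosed with 23 nL compound, incubated a further 24 h. Luciferase detection, 12 min at room temp, luminescence.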
D3 ag – qHTS of D3 Dopamine Receptor Agonist: qHTS; D3R DiscoveRx beta-arrestin cells, luminescence, 90 min; max activation, %; 0.58% of 410,000 active; AID 652048, 2013; in the data active = max activation above about 30%; also: 0% is about no effect; mostly tested at two doses, the higher about 12 µM
Target sequence (P35462 whole entry, looked up): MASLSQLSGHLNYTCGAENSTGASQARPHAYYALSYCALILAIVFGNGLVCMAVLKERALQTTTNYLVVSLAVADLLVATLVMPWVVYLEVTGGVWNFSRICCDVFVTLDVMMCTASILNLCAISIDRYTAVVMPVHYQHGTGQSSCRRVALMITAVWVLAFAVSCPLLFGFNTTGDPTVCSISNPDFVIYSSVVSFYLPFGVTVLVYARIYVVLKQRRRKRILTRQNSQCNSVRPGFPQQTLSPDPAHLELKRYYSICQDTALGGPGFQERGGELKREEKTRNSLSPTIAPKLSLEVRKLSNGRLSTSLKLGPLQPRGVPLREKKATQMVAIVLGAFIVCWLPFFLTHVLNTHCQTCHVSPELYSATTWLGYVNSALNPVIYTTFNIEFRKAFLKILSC
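Cells at 1500/well, incubated overnight, then treated with pinned compounds (dopamine as control) for 90 min at 37 degrees C. DiscoveRx reagent added for 30 - 60 minutes at room temperature; luminescence read.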
GLP1R inv ag – qHTS of GLP-1 Receptor Inverse Agonists (Inhibition Mode); Potency, µM (top dose mostly 38.3 µM), without a hit: at the top dose activity change, negative = inhibition, most hits filed as inhibitors; Glucagon-like peptide 1 receptor (Homo sapiens), P43220; 1.6% of 410,000 active; HEK293 GLP-1R CRE-luciferase, luminescence, 24 h; GLP-1R form is constitutively active; AID 624417, 2012; also: potency is read from the fitted curve at half-maximal effect; % is scaled to controls: 0 for no effect and ±100 for the full control effect; nearly all actives have a fitted effect of over 55% in size
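Constitutively active GLP-1R drives a cAMP-responsive luciferase in stably transfected HEK293 cells; test compounds are added after overnight (12 h) attachment and left 24 hr, and signal loss in luminescence marks inhibition.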
PI5P4K alpha inh – qHTS for Inhibitors of phosphatidylinositol 5-phosphate 4-kinase (PI5P4K) | max response, % | 1.2% of 330,000 active | PI5P4Kalpha enzyme, ADP-Glo luminescence, 60 min; hits give low values; active = max response of -50% or lower; inconclusive = between -30% and -50%; inactive = -30% or higher; also: value at the top dose of about 77 µM; % is scaled to controls: 0 for no effect and ±100 for the full control effect
Target sequence (P48426 whole entry, looked up): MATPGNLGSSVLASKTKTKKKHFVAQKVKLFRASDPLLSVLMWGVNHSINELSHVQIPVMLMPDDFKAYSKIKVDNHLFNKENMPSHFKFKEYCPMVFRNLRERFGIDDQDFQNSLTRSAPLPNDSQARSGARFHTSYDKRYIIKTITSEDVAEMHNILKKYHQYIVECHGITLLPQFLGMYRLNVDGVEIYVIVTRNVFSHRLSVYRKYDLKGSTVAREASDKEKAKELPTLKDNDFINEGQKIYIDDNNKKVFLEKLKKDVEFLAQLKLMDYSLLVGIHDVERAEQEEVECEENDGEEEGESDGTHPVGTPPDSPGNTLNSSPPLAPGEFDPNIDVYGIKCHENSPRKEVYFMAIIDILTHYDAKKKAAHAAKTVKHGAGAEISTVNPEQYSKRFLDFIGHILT
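Compounds were pin-transferred onto PI5P4Kalpha and substrate in HEPES pH 7.4 buffer with EGTA, CHAPS and 5% DMSO. ATP (5 microM final) started the reaction, which ran 60 minutes at room temperature before ADP-Glo detection.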
IL2 activator – qHTS of IL-2 Activators; 0.065% of 360,000 active; AID 652025, 2013; IL-2 activation reporter assay, cell-based qHTS; stimulated with anti-CD3/CD4/CD28 beads; in transgenic mouse T cells; activation, % (series mostly up to about 46 µM); in the data active = activation above about 50%; inconclusive = mostly about 30% to 49%; also: 0% is about no effect
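Using fluorescent plate cytometry, EGFP and DsRed are detected in transgenic mouse T cells stimulated 18 h at 37 degrees C with antibody-coated beads after 60 min compound pretreatment.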
D3 antag – qHTS of D3 Dopamine Receptor Antagonist: qHTS; 2.5% of 360,000 active; max response, negative = inhibition, %; AID 652054, 2013; D3R cells, DiscoveRx beta-arrestin luminescence, antagonist mode; hits give low values; D(3) dopamine receptor (Homo sapiens), P35462; in the data active = max response below about -50%; inconclusive = no clear call, values can overlap the other calls; also: % is scaled to controls: 0 for no effect and ±100 for the full control effect; mostly tested at two doses, the higher about 12 µM
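Cells expressing the human receptor were seeded at 1500 cells/well, incubated overnight at 37 degrees C in 5% CO2, then exposed to library compounds with dopamine controls for 90 minutes at 37 degrees C before luminescent detection.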
PLK1 PBD inh – qHTS for Inhibitors of PLK1-PDB (polo-like kinase 1 - polo-box domain): Primary Screen; 2.8% of 360,000 active; Potency, µM, for inactives: max response, negative = inhibition, actives largely listed as inhibitors; Serine/threonine-protein kinase PLK1 (Homo sapiens), P53350; Plk1 PBD binding of FITC phosphopeptide, fluorescence polarization; AID 720504, 2013; also: potency is read from the fitted curve at half-maximal effect; series mostly up to about 57 µM; % is scaled to controls: 0 for no effect and ±100 for the full control effect; nearly all actives have a fitted effect of over 65% in size
GLP-1R agonist – qHTS of GLP-1 Receptor Agonists; Glucagon-like peptide 1 receptor (Homo sapiens), P43220; HEK293 GLP-1R CRE-luciferase, luminescence, 4-6 h; cells express a hypersensitive GLP-1R form; Potency, µM (doses to about 45.6 µM), without a hit: at the top dose activation, actives largely listed as activators; 0.007% of 380,000 active; also: potency is read from the fitted curve at half-maximal effect; % of control where 0% means no effect
Starred values were filed as active, the others as inactive; ? = inconclusive; nt = no result given; [ ] = dose if it differs, or a comment. Unless noted, calls follow the shape of the dose curve; as a rule, active = well fitted curve in the direction sought with a large enough effect; inconclusive = small, poorly fitted or top-dose-only effect, or another doubt; inactive = no such curve, though single readings can be large; an effect the other way counts as inactive or inconclusive. Random draw from the library; about 7.8% have a hit in one of these screens.

1	CC(C)(C)c1ccccc1OCC(=O)Nc1ncn[nH]1
2	Cc1nnc(Sc2cc(C(=O)NCc3ccco3)c3ccccc3n2)s1
3	O=C(COc1ccccc1Cl)Nc1ccc(C(=O)O)cc1NC(=O)COc1ccccc1Cl
4	CCN(CC)C(=O)COC(=O)c1cc(-c2ccco2)nc2ccccc12
5	CC(C)CC(=O)N1CCN(S(=O)(=O)c2ccc(F)cc2)CC1
6	O=C(Nc1cccnc1)c1ccccc1-c1ccccc1
7	Cc1c(NC(=O)c2ccccc2NC(=O)c2ccccc2)cccc1C(=O)O
8	CCOC(=O)CSc1nnc(NCC(=O)OC(C)C)c(=O)[nH]1
Compound | 1 | 2 | 3 | 4 | 5 | 6 | 7 | 8
WRN helicase inh | 7% | 9% | -27% | ? | -5% | -14% | -9% | ?
HEK293 tox | -10% | -6% | 3% | 17% | 1% | -14% | 4% | -1%
D3 ag | -3 | 7 | -6 | 5 | -4 | -5 | 1 | -9
GLP1R inv ag | 0% | -4% | 7% | 4% | 3% | 1% | 0% | -11%
PI5P4K alpha inh | nt | -12 | -64* | -69* | nt | 2 | 5 | 2
IL2 activator | -2.0 | 1.3 | -3.0 | -3.3 | -0.5 | 0.6 | -0.1 | 0.1
D3 antag | 34 | 30 | -21 | 6 | 7 | 0 | 5 | -29
PLK1 PBD inh | -7% | -10% | -19% | ? | -1% | 0% | -3% | ?
GLP-1R agonist | -3% | 6% | 0% | 9% | 2% | 0% | 1% | -24%

9	O=C(NC(Cc1ccccc1)C(=O)O)/C(=C/c1ccco1)NC(=O)c1cccc(Br)c1 (stereo not drawn)
10	Cc1ccc(NC(=O)c2nnn(-c3cccc(C(F)(F)F)c3)c2N)cc1
11	CC(C)C(=O)N1CCN(c2ccc(NC(=S)NC(=O)c3cc4ccccc4o3)cc2)CC1
12	COc1ccc(N(CC(=O)N2CCN(c3ccccc3)CC2)S(=O)(=O)c2ccccc2)cc1
13	CCc1ccccc1NNC(=O)CCc1ccccc1
14	O=C(OCC(=O)N1CCN(S(=O)(=O)c2ccccc2)CC1)c1ccc([N+](=O)[O-])o1
15	Nc1nc(NCc2ccco2)nc(Nc2ccc(F)cc2)c1[N+](=O)[O-]
16	Cn1c(=O)n(C)c2cc([N+](=O)[O-])c(N3CCN(S(=O)(=O)c4ccc5ccccc5c4)CC3)cc21
Compound | 9 | 10 | 11 | 12 | 13 | 14 | 15 | 16
WRN helicase inh | -17% | 1% | -33% | 1% | -1% | -2% | -5% | -14%[57.1 µM]
HEK293 tox | 1% | 1% | 8% | 2% | 7% | -2%[7.66 µM] | 8% | -2%
D3 ag | -5 | 2 | 1 | -1 | -10 | -7 | -2 | 1
GLP1R inv ag | -1% | -7% | 1% | ? | ? | 7%[7.66 µM] | 49%[activator] | 4%
PI5P4K alpha inh | -14 | 23 | 1 | 0 | -5 | 0 | 2 | nt
IL2 activator | -0.4 | 0.2 | 0.0 | -2.5 | -1.0 | -0.4 | 2.6 | -4.4
D3 antag | 4 | 10 | 0 | 48 | 12 | -8 | -10 | 4
PLK1 PBD inh | -24% | -10% | -26% | 5% | 1% | -11% | -9% | -2%
GLP-1R agonist | -31% | 7% | 3% | 2% | 0% | -2% | 14% | 0%

17	Nc1ccccc1NC(=O)NC(=O)c1ccccc1
18	c1coc(C2=Nc3cccc4cccc(c34)N2)c1
19	Cc1ccc(C)c(N2CN(Cc3cccnc3)CNC2=S)c1
20	COC(=O)c1ccc(CSc2nnc(NC(=O)C3CC(=O)N(c4ccc5c(c4)OCCO5)C3)s2)cc1 (stereo not drawn)
21	COc1ccc(OCC(=O)NNC(=O)c2cccc(C)c2)cc1
22	COc1cc2ccc(=O)oc2c(O)c1O
23	Nc1nc(=S)[nH]c2c1C1(CCCCC1)Cc1ccccc1-2
24	CC(=O)C1=C(O)C(=O)N(Cc2ccccc2)C1c1ccccc1F (stereo not drawn)
Compound | 17 | 18 | 19 | 20 | 21 | 22 | 23 | 24
WRN helicase inh | -16% | -15% | 1% | -31% | -12% | -14% | 8% | 1%
HEK293 tox | 19% | ? | 59%[activator] | -19% | 8% | 159%[activator] | 13% | -8%
D3 ag | -1 | 9 | -3 | 1 | -12 | -11 | -2 | 3
GLP1R inv ag | 10% | 18% | -3% | ? | 0% | 37%[activator] | 18% | 5%
PI5P4K alpha inh | -1 | -5 | 1 | ? | 5 | -14 | 2 | -6
IL2 activator | -0.6 | -2.0 | 0.1 | -2.9 | 2.0 | 0.5 | -1.8 | -0.2
D3 antag | 9 | 6 | 0 | -16 | -4 | 0 | ? | 15
PLK1 PBD inh | 4% | ? | -5% | 4% | 1% | -4% | -21% | 0%
GLP-1R agonist | -1% | -8% | 19% | -2% | 10% | 2% | 2% | -14%

Sorted by molar mass (falling): part of the list above.
16	Cn1c(=O)n(C)c2cc([N+](=O)[O-])c(N3CCN(S(=O)(=O)c4ccc5ccccc5c4)CC3)cc21
10	Cc1ccc(NC(=O)c2nnn(-c3cccc(C(F)(F)F)c3)c2N)cc1
13	CCc1ccccc1NNC(=O)CCc1ccccc1
Compound | 16 | 10 | 13
WRN helicase inh | -14%[57.1 µM] | 1% | -1%
HEK293 tox | -2% | 1% | 7%
D3 ag | 1 | 2 | -10
GLP1R inv ag | 4% | -7% | ?
PI5P4K alpha inh | nt | 23 | -5
IL2 activator | -4.4 | 0.2 | -1.0
D3 antag | 4 | 10 | 12
PLK1 PBD inh | -2% | -10% | 1%
GLP-1R agonist | 0% | 7% | 0%

Following part
25	O=C(COc1cc(Cl)ccc1Cl)Nc1ccc2c(c1)CCC2
26	Cn1c(=O)c2cc(S(=O)(=O)Nc3cc(C(=O)O)cc(C(=O)O)c3)ccc2n(C)c1=O
27	CN(C)c1ccc(CNC(=O)C2(C)Cc3c(-c4cccc(C(N)=O)c4)ccnc3O2)cc1 (stereo not drawn)
28	O=C1[C@@H]2C(Cc3ccc(O)cc3)NC3(C(=O)Nc4ccc(F)cc43)[C@@H]2C(=O)N1c1ccc(F)cc1 (stereo partly drawn)
29	COC(=O)c1ccccc1N=NNc1ccc([N+](=O)[O-])cc1
30	c1ccc2c(N3CCCCC3)nc(N3CCCCC3)nc2c1
31	CC(=O)Nc1ccc(NC(=O)CSc2nnc(NC(=O)c3ccco3)s2)cc1
32	COc1ccc(NC(=O)N(C)C[C@H]2Oc3c(NS(=O)(=O)c4cn(C)cn4)cccc3C(=O)N([C@H](C)CO)C[C@@H]2C)cc1
Compound | 25 | 26 | 27 | 28 | 29 | 30 | 31 | 32
WRN helicase inh | 9% | -8% | -2% | -4% | -1% | -5% | -14% | 6%
HEK293 tox | -2% | 6% | -9% | -20% | -4% | 8% | 3% | -7%
D3 ag | -8 | -1 | 8 | -5 | 2 | -3 | -7 | 9
GLP1R inv ag | 8% | -3% | -17% | -15% | 8% | -13% | 1% | 14%
PI5P4K alpha inh | -7 | -1 | 0 | -3 | 8 | -22 | -10 | 1
IL2 activator | -3.7 | 2.4 | -0.2 | -1.5 | 0.4 | -0.2 | -0.9 | 0.5
D3 antag | 18 | -3 | 9 | 5 | 8 | 7 | -28 | 0
PLK1 PBD inh | -3% | -12% | 4% | -10% | 0% | -1% | -2% | -4%
GLP-1R agonist | 11% | -6% | 11% | 1% | 5% | -2% | -9% | 1%

33	Cc1ccc(SCC(=O)OCC(=O)N(CC(C)C)c2c(N)n(Cc3ccccc3)c(=O)[nH]c2=O)cc1C
34	Cc1cccn2c(=O)c3cc(C(=O)NC4CCCCCC4)sc3nc12
35	NS(=O)(=O)c1ccc(N2N=C(c3ccc(Br)cc3)CC2c2ccc(F)cc2)cc1 (stereo not drawn)
36	COc1ccc(C(=O)N(Cc2ccco2)Cc2cc3cc(C)ccc3[nH]c2=O)cc1OC
37	CC(C)(O)C#Cc1ccc(C(=O)Nc2ccc3c(c2)OCO3)s1
38	O=C(c1ccc(Cl)c(Cl)c1)N1CCC(=O)N(C(COCc2ccc(Cl)cc2)Cc2ccccc2)CC1 (stereo not drawn)
39	CN(CC(=O)OCC(=O)NCc1ccccc1)S(=O)(=O)c1ccc(F)cc1
40	COc1ccccc1C(c1nnnn1CS(=O)(=O)c1ccc(C)cc1)N1CCSCC1 (stereo not drawn)
41	Cn1c(=O)n(C/C=C/c2ccccc2)c(=O)c2c1nc1n2CCCN1Cc1ccccc1
42	CCOC(=O)N1CCC(N(CCCOC)C(=O)Nc2ccc(CC)cc2)CC1
43	COc1cc(C)c(Br)cc1S(=O)(=O)NCc1ccccc1
Compound | 33 | 34 | 35 | 36 | 37 | 38 | 39 | 40 | 41 | 42 | 43
WRN helicase inh | 4% | 1% | -11% | 1% | 3% | -2% | 1% | -12% | -4% | -3%[57.1 µM] | 17%
HEK293 tox | -29% | 23% | nt | 22% | -28% | 16% | 6% | -21% | -17% | -6% | 8%
D3 ag | -5 | -1 | 2 | -1 | -16 | -4 | -8 | 12 | -7 | 7 | 7
GLP1R inv ag | ? | 28% | ? | 24% | ? | 10µM* | 16% | -5% | -16% | -34% | -2%
PI5P4K alpha inh | -7 | 4 | -12 | -9 | 2 | 10 | 0 | nt | nt | nt | nt
IL2 activator | -4.8 | -0.4 | -0.3 | 0.3 | -2.7 | -4.1 | -0.3 | -2.0 | -1.7 | -1.5 | -1.4
D3 antag | -21 | 4 | 56 | 0 | 8 | 44 | -14 | -4 | -9 | -20 | 9
PLK1 PBD inh | -3% | -20% | -8% | -6% | 1% | -6% | 0% | -3% | -7% | -6% | -6%
GLP-1R agonist | 6% | 14% | -24% | 13% | 7% | 0% | -7% | -7% | -7% | 5% | -2%
